NR2E3 ag-1 – NR2E3 agonists in two-hybrid cells, primary screen, cell-based, luminescence, CHO-S, Gal4-NCOR/VP16-NR2E3 | luciferase | inhibition of corepressor binding, % at 3.98 µM | hit rate 0.35% among 360,000 | AID 602229, 2012;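 active = inhibition above the mean of all tested compounds plus 3 SD, cut at about 70% in these data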;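 also: 0% = DMSO with NR2E3 transfected cells and 100% = cells lacking NR2E3 construct; higher means lower luciferase signal from less NR2E3 corepressor binding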
Target sequence (Q9Y5X4 whole entry, looked up, the tested form may be a part): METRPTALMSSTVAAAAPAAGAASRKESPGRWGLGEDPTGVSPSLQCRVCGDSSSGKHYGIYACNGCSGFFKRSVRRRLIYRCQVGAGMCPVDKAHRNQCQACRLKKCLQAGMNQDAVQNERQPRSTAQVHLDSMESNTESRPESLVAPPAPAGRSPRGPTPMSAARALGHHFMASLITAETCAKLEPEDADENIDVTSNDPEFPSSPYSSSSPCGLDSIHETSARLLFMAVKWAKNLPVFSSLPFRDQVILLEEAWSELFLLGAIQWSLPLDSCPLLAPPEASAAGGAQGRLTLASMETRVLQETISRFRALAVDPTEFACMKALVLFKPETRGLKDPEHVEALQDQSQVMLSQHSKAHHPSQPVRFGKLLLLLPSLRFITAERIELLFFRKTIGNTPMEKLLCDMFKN
NR2E3 ag-2 – inhibitors of NR2E3-RetCOR corepressor binding, primary screen, NR2E3 agonist project, biochemical, TR-FRET, GST-NR2E3, biotin-RetCOR. inhibition of corepressor binding, % at 4.78 µM. AID 2300, 2010. 1536-well. hit rate 0.12% among 320,000. Photoreceptor-specific nuclear receptor (Homo sapiens), Q9Y5X4;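 active = percent inhibition above the cutoff of mean plus 3 SD of all tested compounds, set per screening campaign, cut at about 20% in these data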;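 also: 0% = DMSO wells and 100% = biotin wells as full block of FRET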
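Material: NR2E3–RetCOR corepressor complex / Incubation: Compound–protein incubation for 5 h at 4 °C / Dosing: compound at 4.8 µM, single dose / Detection: time-resolved FRET / Benchmarks: high control biotin, low control 0.6% DMSO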
hiPSC survival – enhancers of single-cell hiPSC survival, primary screen, ATPlite luminescence; survival enhancement, % at 20 µM; 100% = ROCK inhibitor wells, 0% = DMSO; hit rate 0.044% among 360,000; in the data active = survival enhancement above about 18%;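 also: cells exposed to compounds for 16 hours before the ATP read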
KKLEB cytotox – cytotoxicity in KKLEB CF airway cells, primary screen, cytotoxicity control for CF NF-kB inhibitor project, cell-based, uHTS, fluorescence assay plates. KKLEB CF airway cells viability, ATPlite luminescence, overnight; stronger effect = lower value; cells stimulated with P. aeruginosa culture filtrate. activity change (cytotoxicity), % at 5 µM. hit rate 0.36% among 360,000;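 active = corrected activity change at or below -50% at 5 µM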
CF NFkB inh – inhibitors of PAF-induced NF-kB signaling, primary screen, cell-based, GFP fluorescence, uHTS; KKLEB NF-kB-GFP reporter, GFP fluorescence overnight; inhibition, % at 5 µM; hit rate 0.86% among 360,000; AID 588850, 2011;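 active = at least 50% inhibition at 5 µM, scaled per plate between neutral and stimulator controls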;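 also: PAF is a Pseudomonas aeruginosa culture filtrate used as stimulus; plate controls were PAF-stimulated DMSO wells for no effect and unstimulated DMSO wells for full effect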
Shn3 3UTR inh – reduction of Shn3 3'UTR firefly luciferase signal, primary screen, Schnurri-3 inhibitor project, cell-based, Clone20 osteoblasts, set 2; Clone20 osteoblast Shn3 3'UTR firefly luciferase, 24 h; inhibition, % at 12.5 µM; hit rate 0.52% among 360,000;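 active = mean inhibition of at least 75% with every replicate also reaching 75%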;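 also: 0% = median of neutral control wells and 100% = pilot-screen positive control compound; some compounds past the cut are filed as inactive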
C8 TRAIL sens – viability loss with TRAIL in NB7+C8 cells, primary screen, TRAIL sensitizer project, cell-based, ATPlite luminescence; inhibition (viability loss, TRAIL sensitization), % at 10 µM; hit rate 1% among 360,000; AID 624354, 2012;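 active = compounds causing at least 50% loss of cell viability in the single-dose screen, relative to plate controls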
HIF-2a block – HIF-2a reporter inhibitors, primary screen, luminescence, 786-0 RCC cells; hit rate 0.72% among 360,000; inhibition, % at 18.8 µM; 786-0 RCC cells HIF-2a reporter, luciferase luminescence, overnight;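 active = inhibition of the luminescence signal of 40% or more relative to plate controls, in a single-dose primary screen at 18.75 µM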
Peg3 prom inh – Peg3 promoter-driven luciferase inhibitors, primary screen, cell-based, HeLa, luciferase luminescence. HeLa PEG-Prom luciferase reporter, overnight. inhibition, % at 20 µM. hit rate 1.7% among 360,000;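 active = inhibition of at least 50% at 20 µM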
MITF TRPM1 inh – inhibitors of MITF-dependent TRPM1 promoter reporter, primary screen, cell-based, SK-MEL-5, single point, luciferase; hit rate 0.83% among 330,000; inhibition, % at 12.5 µM; SK-MEL-5 TRPM1 promoter luciferase, 24 h;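 active = mean inhibition across replicates of 60% or more, whatever share of single replicates reaches that level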; also: values of inactives mirror those of a sister screen read the other way
LMP1 NFkB inh – EBV LMP1-driven NF-kappaB luciferase reporter inhibitors, primary screen, cell-based, luminescence, single point. AID 504558, 2011. LMP1-induced NF-kappaB luciferase reporter cells. hit rate 0.69% among 350,000. inhibition, % at 12.5 µM; in the data active = inhibition above about 41%;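 also: 0% = neutral control wells and 100% = reference inhibitor control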
Numbers without * were called inactive; nt = not tested or not shown. These rows are one share of the data; count on the stated rates, not on these rows.

SMILES	NR2E3 ag-1	NR2E3 ag-2	hiPSC survival	KKLEB cytotox	CF NFkB inh	Shn3 3UTR inh	C8 TRAIL sens	HIF-2a block	Peg3 prom inh	MITF TRPM1 inh	LMP1 NFkB inh
CCOC(=O)N1CCC(NC(=O)c2ccc3c(c2)sc2nc(-c4ccccc4)cn23)CC1	-38	-2	8.9	12	-33	21	46	-143	-39	33	17
CC1CC(C)CN(CCCNC(=O)c2ccc3c(c2)NC(=O)C(N2CCCCC2)S3)C1 (stereo not given)	-11	1	-3.9	-1	-5	12	-5	17	10	1	2
O=c1[nH]c2sc3c(c2c2nncn12)CCCC3	-7	2	1.9	15	4	-16	0	19	7	1	-2
COCc1cc(C)nc2sc3c(=O)oc(C)nc3c12	-25	0	-1.1	0	-12	-6	-13	19	4	12	-5
COC(=O)CN(Cc1ccco1)S(=O)(=O)c1ccccc1	-19	5	-0.1	5	-3	-6	-1	11	3	-8	-2
O=S(=O)(c1cc(Cl)ccc1Cl)n1cccn1	-16	3	1.0	-6	-3	4	3	13	-2	-18	6
COc1cc(OC)nc(Nc2nc(C(N)CCc3ccccc3)cs2)n1 (stereo not given)	-1	nt	-1.3	-17	11	-2	2	16	16	nt	nt
CCOc1ccc(C2c3c(oc4ccccc4c3=O)C(=O)N2CCCN2CCOCC2)cc1OCC (stereo not given)	7	1	0.8	3	14	2	-5	-1	6	-4	-5
CC(=O)Nc1ccc(NC(=O)CCCc2c[nH]c3ccccc23)cc1	-26	1	2.2	5	16	1	3	12	-3	3	2
COc1cc2oc(=O)ccc2cc1[C@@H](O)[C@@H]1OC(C)(C)OC1(C)C	-11	2	1.1	5	-18	6	1	1	-4	2	0
COc1ccc(C(=O)OCn2nnc3ccccc3c2=O)cc1OC	18	2	-2.1	0	1	3	-2	0	12	0	-1
O=C(CCCc1nc2ccccc2s1)NCc1cccnc1	-16	11	5.5	9	-59	45	-3	-1	0	17	-30
COCCNC(=O)C1(C)CCCN(Cc2csc3ccccc23)C1 (stereo not given)	14	nt	1.3	-2	-5	-13	-11	9	1	nt	nt
CC1CCCCC12NC(=O)N(CC(=O)Nc1ccccc1F)C2=O (stereo not given)	3	nt	-0.5	-11	9	-3	2	17	10	-12	1
COC(=O)C1CCN(c2cc(=O)n(-c3ccc(OC)cc3)c(=O)[nH]2)CC1	-27	3	-0.4	7	-21	-1	-1	8	-5	-3	1

Five entries already listed, ordered by heavy-atom count, rising.
SMILES	NR2E3 ag-1	NR2E3 ag-2	hiPSC survival	KKLEB cytotox	CF NFkB inh	Shn3 3UTR inh	C8 TRAIL sens	HIF-2a block	Peg3 prom inh	MITF TRPM1 inh	LMP1 NFkB inh
CC1CCCCC12NC(=O)N(CC(=O)Nc1ccccc1F)C2=O (stereo not given)	3	nt	-0.5	-11	9	-3	2	17	10	-12	1
COc1cc(OC)nc(Nc2nc(C(N)CCc3ccccc3)cs2)n1 (stereo not given)	-1	nt	-1.3	-17	11	-2	2	16	16	nt	nt
CC1CC(C)CN(CCCNC(=O)c2ccc3c(c2)NC(=O)C(N2CCCCC2)S3)C1 (stereo not given)	-11	1	-3.9	-1	-5	12	-5	17	10	1	2
CCOC(=O)N1CCC(NC(=O)c2ccc3c(c2)sc2nc(-c4ccccc4)cn23)CC1	-38	-2	8.9	12	-33	21	46	-143	-39	33	17
CCOc1ccc(C2c3c(oc4ccccc4c3=O)C(=O)N2CCCN2CCOCC2)cc1OCC (stereo not given)	7	1	0.8	3	14	2	-5	-1	6	-4	-5

(next part)
SMILES	NR2E3 ag-1	NR2E3 ag-2	hiPSC survival	KKLEB cytotox	CF NFkB inh	Shn3 3UTR inh	C8 TRAIL sens	HIF-2a block	Peg3 prom inh	MITF TRPM1 inh	LMP1 NFkB inh
CCC1(c2ccc(OC)cc2)NC(=O)N(CC(=O)N2CCc3ccccc32)C1=O (stereo not given)	17	nt	-0.3	22	-22	5	3	16	12	-2	2
CC1=C(C(=O)OCc2ccccc2)C(c2ccc3ccccc3c2)NC(=O)N1CCCC(=O)O (stereo not given)	15	3	2.5	-10	38	-25	-2	11	15	7	-4
COc1ccccc1CNC(=O)CN(C)CC(=O)Nc1ccc(F)c(F)c1F	-13	nt	-2.6	16	-6	0	-11	11	7	4	-1
O=C(CSc1ccc2nnc(CCNC(=O)c3ccccc3)n2n1)NCc1ccccc1	6	2	0.2	-20	13	0	15	12	1	13	6
Cc1ccc(-c2nn(-c3ccccc3)cc2C=C2SC(=S)N(CCS(=O)(=O)O)C2=O)cc1	-1	nt	1.5	-6	15	-1	-3	-28	12	nt	nt
CCOC(=O)C1(CCOc2ccccc2)CCN(Cc2cccc(OC)c2OC)CC1	15	1	-0.6	-5	27	69	23	23	23	5	17
Brc1ccc(-c2csc(NNC3=NCCCCC3)n2)cc1	-33	-1	-1.3	-5	10	-14	2	-56	1	4	0
O=C(CCC1CCCN(C(=O)c2ccccc2Cl)C1)N1CCN(c2ccccn2)CC1 (stereo not given)	17	-2	-0.5	10	7	23	-28	-6	11	-1	13
COC(=O)C1CCN(C(=O)C2CCC(=O)N(CCc3cccc(F)c3)C2)CC1 (stereo not given)	-2	-2	-0.3	19	3	-15	-7	-13	-20	-21	3
C=CCNC(=O)C1CC(=O)N(c2ccc(OCc3ccccc3Cl)cc2)C1 (stereo not given)	-5	-4	0.1	3	-13	-23	15	-240	-174	nt	-14
Cc1ccccc1NC(=S)N(CCCN1CCOCC1)Cc1ccccn1	3	-2	-1.4	11	0	17	-8	2	-1	5	-3
Cc1csc(NC(=O)c2sccc2C)n1	-113	-1	0.2	1	-8	-33	11	-207	-332	-22	0
c1ccc2c(c1)CCc1c-2nc2ccccc2c1N1CCOCC1	2	3	-0.2	-7	-1	15	1	15	5	9	-4
C[C@@H]1CN([C@@H](C)CO)C(=O)c2cc(-c3ccncc3)cnc2O[C@H]1CN(C)C(=O)c1cccc(F)c1	-15	nt	-1.1	13	-18	-23	-14	12	-1	nt	2
COC(=O)N/N=C/c1ccc(/C=N/NC(=O)OC)cc1	-4	-1	-1.5	-4	8	-17	-2	8	6	-1	-30
O=C(NCCCN=C1NS(=O)(=O)c2ccccc21)c1ccc(S(=O)(=O)N2CCCCC2)cc1	1	0	3.7	-10	8	6	12	20	27	8	-8
O=C(Nc1nc2ccccc2s1)C1CC(=O)N(c2ccc(Cl)cc2)C1 (stereo not given)	-1	2	-1.8	-8	13	5	43	31	19	4	5
COc1ccc(-c2nc3oc4cc(OC)ccc4c(=O)c3c(=O)n2Cc2ccco2)cc1	-17	1	2.6	11	7	-7	-18	9	13	0	2
COc1ccc(CNC(=O)CN(C(=O)c2csnn2)c2cccc3ccccc23)cc1	-34	4	0.1	2	2	23	7	7	11	17	-4
CCCc1nnc(NC(=O)c2cccc(OC)c2)s1	-105	0	-2.0	5	0	-45	-10	-238	-217	-88	-19
C=CCN1C(=O)c2ccc(C(=O)Nc3ccccn3)cc2C1=O	31	2	-0.3	18	-20	-79	10	-13	-12	-9	-1
COc1ccccc1C1CCN(C(=O)c2ccccc2)CC1	-21	0	-0.4	-10	14	-8	-21	11	2	-1	8
COc1ccc(S(=O)(=O)NC(C)C(=O)O)cc1 (stereo not given)	1	-2	1.0	-1	2	14	4	-10	3	-12	-21
CCOCCCNC(=O)C1CCN(S(=O)(=O)c2cc(Br)cc3c2N(C(=O)CC)CC3)CC1	1	9	-0.2	-4	6	-10	-16	19	14	13	-4
CC/C(C)=N/NC(=O)c1[nH]c2ccc(C)cc2c1-c1ccccc1	12	-1	-0.3	-1	-7	-5	1	21	17	21	10
COc1cc(C(=O)NCc2nnc(SCC(=O)N3CCc4ccccc43)o2)cc(OC)c1OC	2	-4	-0.1	3	0	5	2	6	18	-2	4
COc1ccc(-c2ccc(-c3cc(=O)oc4c(C(C)C)ccc(C)c34)cc2)cc1	6	nt	0.1	-16	-2	27	20	-21	14	4	7
CCCOc1ccc2c(CC)cc(=O)oc2c1C	-8	1	0.0	-7	-3	-4	10	-100	-71	-18	2
CCc1nc2ccc(C(=O)NCCc3ccccn3)cn2c1N(CC)Cc1cccc(Br)c1	4	nt	0.4	-15	9	23	4	15	27	nt	nt
CC(=O)c1ccc(S(=O)(=O)Nc2ccc(C(=O)N(C)CC(=O)Nc3cccc(C)c3C)cc2)cc1	2	2	-3.1	0	-13	11	-11	6	-9	0	4
COc1ccc(NC(=O)N(C)C[C@H]2Oc3ccc(NC(=O)NC(C)C)cc3C(=O)N([C@H](C)CO)C[C@@H]2C)cc1	-7	nt	-0.4	-7	-17	-1	5	4	-14	4	-2
Cc1ccc(N2CC(C(=O)Nc3nnc(SCCN4CCOCC4)s3)CC2=O)cc1 (stereo not given)	-10	6	0.7	16	-15	6	0	5	5	1	-9
Cc1c(-c2ccccc2)nnn1-c1ccc(F)cc1F	-50	2	-0.9	2	-28	-47	-5	-277	-168	-78	-11
N#Cc1ccccc1NC(=O)C(=O)NCCCN1CCCC1=O	-34	1	-0.2	-4	1	-4	-13	5	-16	2	-5
COc1cc(C2C(C#N)=C(N)Oc3n[nH]c(C)c32)cc2c1OCO2 (stereo not given)	-14	-1	4.0	2	15	20	10	7	1	3	7
CCN1C(N(C)CCc2c[nH]c3ccccc23)=N[C@@H](c2cccc(C(F)(F)F)c2)C(C(=O)OC)=C1C	-12	nt	-5.5	-24	23	2	6	7	111*	-6	-1
C#CCNC(=O)c1cc2sccc2n1C	-16	0	-1.7	1	4	13	4	-2	-8	-6	-3
CN(C)CCNc1oc(COc2cccc(Cl)c2)nc1C#N	-13	0	-1.7	8	-1	2	-3	6	-4	3	5
Cc1cc2nnc(SCC(=O)Nc3ccc(Cl)cc3)n2c(N)n1	-4	-1	0.0	-6	8	9	-7	2	15	1	-2
N#Cc1ccc(COC(=O)CSc2nnc(C3CCCCC3)n2N)cc1	-22	-1	-1.9	-5	1	1	-6	15	-5	5	-4
Cc1sc2nc(CSc3ccccc3)nc(N3CCN(C)CC3)c2c1C	14	0	-1.9	0	5	0	3	-1	4	-3	-4
COc1ccc(/C=C/C(=O)C(C(N)=O)=C2SCCS2)cc1	-34	2	-1.7	9	6	-53	24	-93	-86	-38	-6
CCOC(=O)CSc1nc2ccccc2n1CC(=O)NC(C)(C)C	-30	0	1.6	12	9	-23	-11	18	15	-9	-7
CNc1cncc(-c2c(OC)cccc2OC)n1	-11	nt	-2.4	-21	-4	-27	3	12	8	nt	nt
Cc1cccn2c(=O)nc(SCC(=O)Nc3ccc4c(c3)OCO4)nc12	-20	-2	0.1	-3	-10	3	20	-6	-9	-2	-10
CCOC(=O)N1CCN(CCC(=O)c2ccc(OC)cc2)CC1	-16	-1	0.2	10	-1	8	-1	19	4	6	0

Screens from PubChem.
